BAZ2B inh = blocks human BAZ2B. Q9UIF8. AlphaScreen BAZ2B-H3K14Ac peptide displacement. Potency, µM (titrated, usually from 114 µM), without a hit: at the highest dose activity change, negative = inhibition, actives largely listed as inhibitors. 360,000 compounds, 4.4% hits; also: % is scaled to controls: 0 for no effect and ±100 for the full control effect; nearly all actives have a fitted effect of over 60% in size
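AlphaScreen displacement of biotin-H3(5-23)K14Ac peptide (50 nM final) from BAZ2B (50 nM final) in PBS pH 7.4, 0.01% Tween-20; complex preformed 30 min RT, then compounds (top 110 uM) 30 min RT, beads 20 min dark.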
Pol iota inh = DNA polymerase iota (human) inhibition | Q9UNA4 | Pol iota fluorescent replication assay, 10 min | Potency, µM (titrated, usually from 115 µM), for the others: top-dose activity, negative = inhibition, usual class: inhibitors | 390,000 compounds, 1% hits
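Pol iota at 10 nM preincubated 15 min with compounds at room temperature; reaction started with fluorescent substrate, 50 nM final. Fluorescence read kinetically at 0 and 10 min; buffer-only wells as negative control.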
G9a block = blocks human histone lysine methyltransferase G9a; Q96KQ7; G9a H3K9 monomethylation, AlphaScreen, 2 h; Potency, µM (doses to about 102 µM), without a hit: at the highest dose activity, negative = inhibition, hits mostly inhibitors; 350,000 compounds, 8.8% hits; AID 504332; also: % is scaled to controls: 0 for no effect and ±100 for the full control effect; nearly all actives have a fitted effect of over 75% in size
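AlphaScreen read-out: biotin-H3K9 peptide (500 nM) methylation by 20 nM enzyme with 20 uM SAM, 2 h at room temperature after 15 min compound preincubation; anti-monomethyl H3K9 antibody plus donor/acceptor beads, 10 min dark.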
POLB inh = blocks human DNA polymerase beta activity | P06746 | Pol beta primer extension/strand displacement, fluorescence kinetic | Potency, µM (series often up to 114 µM), for the others: top-dose activity change, negative = inhibition, hits mostly inhibitors | 340,000 compounds, 1.3% hits | AID 485314; also: % is scaled to controls: 0 for no effect and ±100 for the full control effect
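Human Pol beta at 10 nM; strand-displacement substrate 50 nM final. Compound exposure 15 min at room temperature before start, reaction 10 min at room temperature.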
BLM helicase inh = blocks DNA unwinding by human BLM helicase; P54132; recombinant BLM DNA unwinding, fluorescence dequenching; Potency, µM (doses to about 56.1 µM), without a hit: top-dose activity change, negative = inhibition, actives largely listed as inhibitors; 350,000 compounds, 0.2% hits;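 also: plate controls were vehicle for no effect and no enzyme for full effect; nearly all actives have a fitted effect of over 35% in size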
Pol kappa inh = blocks human DNA polymerase kappa activity | Potency, µM (top dose mostly 107 µM), without a hit: at the top dose activity, negative = inhibition, usual class: inhibitors | Q9UBT6 | 400,000 compounds, 0.53% hits | purified Pol kappa, fluorescent DNA synthesis assay, 10 min; also: % is scaled to controls: 0 for no effect and ±100 for the full control effect
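Kinetic fluorescence screen: compound preincubated 15 min RT with 10 nM enzyme; 50 nM substrate (final) initiates; reads at 0/10 min.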
APE1 inh = blocks human APE1 abasic DNA cleavage. P27695. recombinant APE1, TAMRA/BHQ-2 abasic DNA cleavage fluorescence. Potency, µM (titrated, usually from 65.8 µM), for inactives: at the highest dose activity change, negative = inhibition, hits mostly inhibitors. 350,000 compounds, 0.35% hits;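 also: plate controls were vehicle for no effect and reference inhibitor for full effect; nearly all actives have a fitted effect of over 55% in size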
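Step 1: APE1 (0.75 nM) with compound, 15 min RT. Step 2: add 50 nM fluorophore/quencher THF duplex. Step 3: three fluorescence reads 60 s apart (525/598 nm); read 3 minus read 1 = reaction progress.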
Pol eta inh = blocks human DNA polymerase eta activity; Q9Y253; recombinant Pol eta, fluorescent DNA replication assay; Potency, µM (titrated, usually from 114 µM), for inactives: at the top dose activity change, negative = inhibition, actives largely listed as inhibitors; 390,000 compounds, 1.2% hits; also: % is scaled to controls: 0 for no effect and ±100 for the full control effect
Target sequence (Q9Y253 whole entry, looked up): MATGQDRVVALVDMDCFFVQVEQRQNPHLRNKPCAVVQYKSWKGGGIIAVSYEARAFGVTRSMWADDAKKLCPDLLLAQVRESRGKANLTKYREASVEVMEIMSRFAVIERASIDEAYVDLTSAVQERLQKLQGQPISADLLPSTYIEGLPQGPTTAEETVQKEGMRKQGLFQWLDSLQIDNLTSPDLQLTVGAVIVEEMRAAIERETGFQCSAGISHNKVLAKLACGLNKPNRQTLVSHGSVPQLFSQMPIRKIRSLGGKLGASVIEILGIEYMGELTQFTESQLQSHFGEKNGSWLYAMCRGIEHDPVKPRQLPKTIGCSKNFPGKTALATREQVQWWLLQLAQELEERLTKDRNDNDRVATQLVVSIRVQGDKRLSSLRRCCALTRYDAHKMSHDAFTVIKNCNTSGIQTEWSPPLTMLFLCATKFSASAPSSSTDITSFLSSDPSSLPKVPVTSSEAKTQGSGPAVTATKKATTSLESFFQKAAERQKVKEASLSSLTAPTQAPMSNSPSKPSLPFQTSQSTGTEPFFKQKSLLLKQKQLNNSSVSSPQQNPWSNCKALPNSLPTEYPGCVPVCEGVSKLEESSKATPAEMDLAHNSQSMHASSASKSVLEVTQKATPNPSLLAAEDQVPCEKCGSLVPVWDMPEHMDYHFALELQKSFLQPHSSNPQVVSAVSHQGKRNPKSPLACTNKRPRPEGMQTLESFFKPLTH
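Fluorescent replication assay: 50 nM final substrate added after a 15 min room-temperature compound preincubation with 10 nM enzyme. Signal taken at 0 min and again at 10 min.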
Anesthetic bind = binds horse apoferritin like a general anesthetic | P02791 | apoferritin/1-aminoanthracene competitive binding, fluorescence | Potency, µM (top dose mostly 77.5 µM), inactives show top-dose activity change, negative = displacement, hits mostly inhibitors | 350,000 compounds, 0.074% hits | AID 485281; also: % is scaled to controls: 0 for no effect and ±100 for the full control effect; nearly all actives have a fitted effect of over 20% in size
Target sequence (P02791 2-175 limits assumed): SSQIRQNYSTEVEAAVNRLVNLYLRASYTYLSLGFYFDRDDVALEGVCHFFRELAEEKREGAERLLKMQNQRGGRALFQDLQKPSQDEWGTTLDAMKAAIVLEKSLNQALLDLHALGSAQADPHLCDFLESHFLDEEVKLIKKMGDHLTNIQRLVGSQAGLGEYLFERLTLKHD
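Read-out: endpoint 1-AMA fluorescence, excitation 380 nm and emission 535 nm, after compounds sit 10 min at room temperature with 10 uM horse-spleen apoferritin in 50% saturated 1-AMA/PBS. Values come from four-parameter Hill fits.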
The depositor's hits bear a star; u = inconclusive; x = no result given; & = joins results of further samples; [ ] = dose if it differs, or a comment. Calls follow the shape of the dose curve; as a rule, active = well fitted curve in the direction sought with a large enough effect; inconclusive = small, poorly fitted or top-dose-only effect, or another doubt; inactive = no such curve, though single readings can be large; an effect the other way counts as inactive or inconclusive. Potency is read from the fitted curve at half-maximal effect. An excerpt. The share of hits here may be higher or lower than overall.

BAZ2B inh,Pol iota inh,G9a block,POLB inh,BLM helicase inh,Pol kappa inh,APE1 inh,Pol eta inh,Anesthetic bind,compound
-17%,12%,31%[12.7 µM],-3%,-6%,6%,0%,-17%,6%,COc1ccccc1NC(=O)COC(=O)c1c[nH]c(=O)[nH]c1=O
x,1%,x,x,x,-13%,16%,-5%,x,CCN(C[C@H]1N[C@@](Cc2ccccc2)(C(=O)OC)[C@H]2C(=O)N(C)C(=O)[C@@H]12)C(=O)COc1ccccc1
u,12%,u,-1%,0%,0%,-4%,-6%,u,CCCn1cnc2cc(NCc3cccc(OC)c3O)ccc21
-14%,131%[activator],-3%,11%,-3%,-4%,-1%,-16%,-9%,O=C(NNC(=O)c1cccc2ccccc12)c1ccc2c(c1)OCO2
-8%,10%,5%[59 µM],52%,-4%,-1%[60.1 µM],x,-12%,4%,COc1cccc(CNC(=O)CN2C(=O)N(c3c(C)cccc3C)S(=O)(=O)c3ccccc32)c1OC
-11%,10%,3%[59 µM],3%,0%,-3%[60.1 µM],x,-9%,-3%,COc1ccc2c(c1)CC(C(=O)Nc1cc(OC)c(OC)c(OC)c1)CO2 (stereo not drawn)
-3%,u,50µM*,-1%,0%,-19%,4%,-4%,-22%,COC(=O)c1ccc(/C=C(\C#N)C(=O)NC(C)c2ccccc2)cc1 (stereo not drawn)
-4%,8%,u,u,-6%,-36%,-3%,8%,-10%,Oc1c(Cl)cc(Cl)cc1C=Nc1ccc2c(c1)OCCO2
-2%,26%,x,-3%,-4%,-12%,8%,11%,-16%,NS(=O)(=O)c1ccc(N/C=C\C(=O)c2ccncc2)cc1
-25%,-16%,45µM*,-2%,-3%,4%,46%[activator],-5%,-13%,Cc1ccc(C)c(-c2cc(C(=O)NC3CC3)c3ccccc3n2)c1
u,57%[activator],u,-26%,-8%,-2%,-23%,-22%,-12%,O=C(c1ccc(CS(=O)Cc2ccc(Cl)cc2)o1)N1CCN(c2ccc(F)cc2)CC1 (stereo not drawn)
-5%,u,7%,-1%,-1%,0%,41%[activator],-20%,-5%,CCCCc1ccc(N2C(=NC(=O)C3CCCO3)SC3CS(=O)(=O)CC32)cc1 (stereo not drawn)
2%,10%,-3%,u,-3%,-3%,-2%,6%,82%[activator],COc1ccc(-c2cc(C(F)(F)F)n3nc(C(=O)NCc4ccco4)cc3n2)cc1OC
-1%,17%,2%[59 µM],-22%,-3%,-15%,x,-17%,-2%,O=C(CSc1nc(-c2ccccc2)no1)N1CCN(c2ccccc2)CC1
6%,2%,-19%,23%,3%,1%,11%,-15%,-5%,CN(C)S(=O)(=O)Nc1ccc(NS(=O)(=O)N(C)C)c(S(=O)(=O)c2ccccc2)c1
u,24%,x,-27%,-1%,-20%,11%,-26%,-11%,COc1cc(/C=N/NC(=O)c2csc3c2CCCC3)ccc1OCCN1CCOCC1
2%,7%,3%[59 µM],15%,-4%,-4%,x,-7%,u,CCC(Sc1nnc2c3ccccc3n(C)c2n1)C(=O)Nc1nnc(C(C)C)s1 (stereo not drawn)
-12%,-19%,-30%,1%,-3%,5%,16%,-6%,0%,COc1ccc(CCN2C(=S)N(c3ccccc3)C(=O)C2CC(=O)O)cc1OC (stereo not drawn)
-8%,12%,7%[12.7 µM],31%,1%,10%,-3%,-10%,-4%,O=C(C1=C[C@H](c2ccccc2)C[C@H](OCCCCO)O1)N1CCOCC1
-30%,6%,-23%[12.7 µM],3%,-3%,-2%,4%,7%,-23%,CC12CCC(C(=O)NCc3ccco3)(OC1=O)C2(C)C (stereo not drawn)
u,-3%&21%,1%[59 µM],5%&16%,-8%&-2%,-8%&3%,-5%,-1%&-2%,-11%&-9%,COc1ccccc1CN1CCC(CNS(=O)(=O)c2cc(-c3onc(C)c3C)ccc2OC)CC1
-8%[57.1 µM],12%,27%,-2%,0%,-17%,-6%,6%,4%,COc1ccc(OC)c(CCNC(=O)Cn2nc(C)c3c(C)n(-c4ccccc4)nc3c2=O)c1
9%,u,-4%[2.33 µM],x,x,0%,25%,-22%,x,CCOC(=O)c1sc(NC(=O)C2=COCCO2)c(C#N)c1C
1%,6%,24%[12.7 µM],u,-6%,-10%,-6%,-6%,u,COc1cc(/C=C2/C(=N)N3C=CSC3=NC2=O)ccc1OCCCOc1c(C)cccc1C
10%,-12%,8%[59 µM],u,-2%,-9%[60.1 µM],x,-14%,-9%,CS(=O)(=O)N1CCc2cc(S(=O)(=O)NCc3ccccc3Cl)ccc21
x,2%,x,x,x,-23%,23%,-10%,x,CCOc1ccc(NC(=O)CN2C(=O)NC3(CCCCCC3)C2=O)cc1
-26%,-12%,-51%,6%,0%,0%,10%,-20%,7%,O=C(CCc1ccccc1)OCC(=O)c1ccc([N+](=O)[O-])cc1
-15%,-16%,40µM*,-5%,1%,-1%,59%[activator],-2%,-2%,COc1ccc(C(CNC(=O)C(Cc2ccccc2)NC(N)=O)N(C)C)cc1 (stereo not drawn)
-7%,29%,x,8%,0%,-6%,9%,-7%,-12%,Cc1ccc([C@@H]2[C@@H]3C(=O)N(c4ccccc4)C(=O)[C@@H]3[C@]3(C)C(=O)N(Cc4ccccc4)CC(=O)N23)o1
0%,136%[activator],u,-23%,2%,5%,9%,-6%,-3%,COc1cc2ncnc(NCc3ccc(F)cc3)c2cc1OC
-30%,131%[activator],-16%,0%,-3%,-14%,1%,-16%,-11%,COc1ccc(C(=O)N2CCOC2CNC(=O)C(=O)NCc2ccco2)cc1 (stereo not drawn)
x,18%,x,x,x,-11%,-16%,-8%,x,CC(=O)Nc1ccc(C(=O)COC(=O)c2cc(C)oc2C)c(F)c1
-7%,22%,x,-21%,-7%,-12%,-12%,4%,-21%,CCOc1ccccc1OC(=O)CN1C(=O)c2ccccc2C1=O
-16%,116%[activator],27%,6%,-7%,7%,2%,-15%,-3%,CCN1C(=O)CC(N2CCC(c3nc4ccccc4[nH]3)CC2)C1=O (stereo not drawn)
0%,11%,-12%[12.7 µM],32%,-1%,-8%,-4%,-2%,-9%,O=C(NCCc1ccccc1)C1c2ccccc2C(=O)N1C1CC1 (stereo not drawn)
u,17%,14%[59 µM],14%,-1%,-2%,5%,0%,8%,Cc1ncc(CO)c(/C=N/N=C/c2ccccc2O)c1O
13%,1%,-5%[12.7 µM],0%,0%,-3%,-1%,1%,-6%,COC(=O)/C=c1\sc2n(c1=O)C(C)=CC(C)(C)N=2
-4%,18%,1%,6%[57.1 µM],-2%,-4%,0%,-17%,-1%,COC(=O)c1ccc(Cl)c(NC(=O)Cc2ccccc2[N+](=O)[O-])c1
0%,-15%,30%[59 µM],26%,-5%,-11%[60.1 µM],x,-5%,-12%,Cc1ccc(CNC(=O)c2c(-c3ccc(Br)cc3)noc2C)o1
-27%,6%,6%[59 µM],5%,-7%,-2%,x,-10%,-19%,COc1ccccc1NC(=O)C1=C(C)Nc2nc(-c3ccco3)nn2C1c1ccccc1F (stereo not drawn)
-29%,11%,0%,-2%,-2%,-3%,0%,-15%,-4%,CN(C)c1ccc(C=C(c2nnnn2-c2ccccc2)c2nnnn2-c2ccccc2)cc1
-8%,71%[activator],11%,4%,-2%,-20%,-1%,-8%,-8%,COC(=O)Nc1ccc(S(=O)(=O)N2CCC(C(=O)N3CCC(C)CC3)CC2)cc1
-32%,25%,x,19%,-14%,-4%,0%,7%,5%,Nc1cc(=O)[nH]c(SCC(=O)Nc2ccc([N+](=O)[O-])cc2)n1
13%,x,3%,-20%,0%,x,2%,x,-7%,O=C(CN1CCCCC1)N1CCN(C(=O)CN2CCCCC2)CC1
6%,7%,u,8%,-2%,-1%,2%,-9%,-9%,CCc1nc2nc(C)cc(Nc3cccc(C(F)(F)F)c3)n2n1
x,-1%,-3%[59 µM],5%,-1%,-3%,4%,0%,-7%,COc1cccc(CN2CCN(C(=O)c3cccs3)CC2)c1OC
-3%,3%,-6%[59 µM],4%,-1%,-7%,22%[12.4 µM],-5%,-13%,CC(C)CNS(=O)(=O)c1ccc(C(=O)Nc2ccc3c(c2)OCO3)cc1
1%,-6%,-7%[59 µM],26%,-5%,2%,-2%,-14%,-8%,CCOC(=O)C1=C(C)OC(N)=C(C(=O)OCC)C1c1ccncc1 (stereo not drawn)
10%,28%,x,2%,-4%,10%,0%,-12%,-4%,CCOc1ccc(CCNC(=O)C2CCCN(S(=O)(=O)N3CCOCC3)C2)cc1OCC (stereo not drawn)
-5%,-8%,-31%[59 µM],22%,-8%,4%,-8%,3%,3%,CC(C)(C)CN1C(=O)C(=O)NC[C@H]1Cc1ccc(O)cc1
-12%,-19%,x,35%,-9%,-9%,13%,-17%,-7%,COc1ccc(OC)c(-c2cc(C(=O)N/N=C(\C)c3cccnc3)c3ccccc3n2)c1
-28%,u,32µM*,8%,4%,0%,-5%,-8%,-13%,CCN(CC)CCn1c(=S)[nH]c2ccc(Cl)cc2c1=O

Random excerpt: five compounds from above
BAZ2B inh,Pol iota inh,G9a block,POLB inh,BLM helicase inh,Pol kappa inh,APE1 inh,Pol eta inh,Anesthetic bind,compound
-28%,u,32µM*,8%,4%,0%,-5%,-8%,-13%,CCN(CC)CCn1c(=S)[nH]c2ccc(Cl)cc2c1=O
0%,-15%,30%[59 µM],26%,-5%,-11%[60.1 µM],x,-5%,-12%,Cc1ccc(CNC(=O)c2c(-c3ccc(Br)cc3)noc2C)o1
1%,-6%,-7%[59 µM],26%,-5%,2%,-2%,-14%,-8%,CCOC(=O)C1=C(C)OC(N)=C(C(=O)OCC)C1c1ccncc1 (stereo not drawn)
6%,7%,u,8%,-2%,-1%,2%,-9%,-9%,CCc1nc2nc(C)cc(Nc3cccc(C(F)(F)F)c3)n2n1
u,17%,14%[59 µM],14%,-1%,-2%,5%,0%,8%,Cc1ncc(CO)c(/C=N/N=C/c2ccccc2O)c1O
